CHX counter = Cycloheximide Counterscreen for Small Molecule Inhibitors of Shiga Toxin; max response, %; cell reporter, cycloheximide protein synthesis inhibition counterscreen; AID 2314, 2010; 300,000 tested, 12% active; in the data active = max response mostly above about 13%, no sharp cut-off; inactive = mostly below about 14%; also: read at 38.3 µM for the half of the compounds with a filed dose; 0% is about no effect
AMA1-RON2 inh = qHTS for Inhibitors of AMA1-RON; Towards Development of Antimalarial Drug Lead: Primary Screen; Plasmodium falciparum AMA1 (3D7) - RON2 peptide interaction; AlphaScreen AMA1-biotinylated RON2 peptide binding; Potency, µM (top dose mostly 58.2 µM), for inactives: at the top dose activity change, negative = inhibition, most hits filed as inhibitors; 360,000 tested, 0.2% active; AID 720542, 2013;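 also: potency is read from the fitted curve at half-maximal effect; 0% = vehicle wells and -100% = peptide control; nearly all actives have a fitted effect of over 45% in size; some results filed as inactive show a strong effect at the top dose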
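AMA1 (3D7) with his tag at 25 nM final met compounds first, then biotinylated RON2 peptide at 25 nM; detection used donor plus acceptor beads, 10 µg/mL apiece, read by AlphaScreen after 30 min at room temperature.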
HCMV inh = qHTS Assay for inhibitors of the human cytomegalovirus (HCMV) | AID 1259415, 2018 | activity change, negative = inhibition, % at 57.5 µM | HFF cells, HCMV-luciferase reporter, 72 h; active compounds read low | 410,000 tested, 4.5% active; in the data active = activity change below about -60%; inconclusive = no clear call, values can overlap the other calls; inactive = above about -39%; also: % is scaled to controls: 0 for no effect and ±100 for the full control effect
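Steps: HFFs plated, 16 h 37C; compounds added; HCMV-luciferase added to MOI 1 PFU/cell; 72 h 37C; OneGlo reagent, 5 min room temperature; luminescence read, normalized to controls.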
FBPA Giardia inh = qHTS Assay for Inhibitors of Fructose-1,6-bisphosphate Aldolase from Giardia Lamblia. A8B2U2. purified Giardia FBPA. Potency, µM (titrated, usually from 59.6 µM), for the others: top-dose activity, negative = inhibition, hits mostly inhibitors. 290,000 tested, 0.71% active; also: potency is read from the fitted curve at half-maximal effect; % is scaled to controls: 0 for no effect and ±100 for the full control effect; nearly all actives have a fitted effect of over 55% in size
Target sequence (A8B2U2 whole entry, looked up): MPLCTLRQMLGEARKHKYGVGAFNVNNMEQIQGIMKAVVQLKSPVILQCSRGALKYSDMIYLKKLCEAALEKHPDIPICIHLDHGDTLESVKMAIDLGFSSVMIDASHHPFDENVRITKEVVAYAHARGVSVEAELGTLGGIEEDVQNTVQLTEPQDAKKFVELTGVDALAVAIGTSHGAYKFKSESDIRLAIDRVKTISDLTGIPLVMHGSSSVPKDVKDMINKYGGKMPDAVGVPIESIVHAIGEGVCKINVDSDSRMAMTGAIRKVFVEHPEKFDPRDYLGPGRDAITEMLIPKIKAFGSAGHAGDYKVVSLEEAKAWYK
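Giardia FBPA (40 nM reagent) was preincubated 10 min at RT with compound (up to 57.5 uM final), then substrate plus GAPDH/TPI/NAD/arsenate coupling system with diaphorase/resazurin was added; resorufin fluorescence (525/598 nm) was read after 20 min.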
AmpC inh no detg = qHTS Inhibitors of AmpC Beta-Lactamase (assay without detergent); Potency, µM (series often up to 57.1 µM), without a hit: top-dose activity change, negative = inhibition, hits mostly inhibitors; 330,000 tested, 0.52% active; AmpC nitrocefin hydrolysis, absorbance 480 nm, 0.0001% Triton; P00811;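 also: potency is read from the fitted curve at half-maximal effect; plate controls were no compound for no effect and no enzyme for full effect; nearly all actives have a fitted effect of over 20% in size; some results filed as inactive show a strong effect at the top dose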
Target sequence (P00811 whole entry, looked up): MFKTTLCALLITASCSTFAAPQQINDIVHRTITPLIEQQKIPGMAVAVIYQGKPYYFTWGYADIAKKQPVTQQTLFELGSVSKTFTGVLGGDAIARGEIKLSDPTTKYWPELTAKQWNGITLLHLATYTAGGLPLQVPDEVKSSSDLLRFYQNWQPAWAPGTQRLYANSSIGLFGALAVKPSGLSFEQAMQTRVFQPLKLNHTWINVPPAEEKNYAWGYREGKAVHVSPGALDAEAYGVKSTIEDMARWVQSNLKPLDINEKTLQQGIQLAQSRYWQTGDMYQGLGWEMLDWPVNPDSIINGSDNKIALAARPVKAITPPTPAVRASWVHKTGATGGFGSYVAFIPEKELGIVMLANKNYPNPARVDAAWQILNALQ
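20 mM phosphate pH 7.0 + 0.01% (detergent screen) or 0.0001% Triton X-100; 5.3 nM AmpC reagent; cpd preinc 15 min RT; nitrocefin (800 uM stock) to start; A480 q20 s × 4 min; Activity was normalised to no-enzyme and no-compound control wells.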
Shiga inhibitor = A qHTS for Small Molecule Inhibitors of Shiga Toxin; Vero cells, Shiga toxin protein synthesis inhibition reporter; inhibition, % at 38.7 µM; 290,000 tested, 9.2% active; in the data active = inhibition mostly above about 28%, no sharp cut-off; inactive = mostly below about 43%; also: 0% is about no effect
AmpC detergent = qHTS Inhibitors of AmpC Beta-Lactamase (assay with detergent) | AmpC hydrolysis of nitrocefin, absorbance 480 nm, 0.01% Triton | Potency, µM (titrated, usually from 114 µM), inactives show at the top dose activity change, negative = inhibition, hits mostly inhibitors | 370,000 tested, 0.041% active | AID 485294, 2010;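 also: potency is read from the fitted curve at half-maximal effect; 0% = no-compound wells and -100% = no-enzyme wells; nearly all actives have a fitted effect of over 25% in size; some results filed as inactive show a strong effect at the top dose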
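20 mM phosphate pH 7.0 + 0.01% (detergent screen) or 0.0001% Triton X-100; 5.3 nM AmpC reagent; cpd preinc 15 min RT; nitrocefin (800 uM stock) to start; A480 q20 s × 4 min; Activity was normalised to no-enzyme and no-compound control wells.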
The depositor's hits bear a star; i = inactive; ? = inconclusive; . = not tested or not shown; [ ] = remark or other dose. Unless noted, calls follow the shape of the dose curve; as a rule, active = well fitted curve in the direction sought with a large enough effect; inconclusive = small, poorly fitted or top-dose-only effect, or another doubt; inactive = no such curve, though single readings can be large; an effect the other way counts as inactive or inconclusive.

nr	canonical_smiles	CHX counter	AMA1-RON2 inh	HCMV inh	FBPA Giardia inh	AmpC inh no detg	Shiga inhibitor	AmpC detergent
1	CCOc1c2ccoc2nc2c(OC)c(OC)ccc12	18*	6%	59	-18%	-1%	18	1%
2	CNc1oc(Cc2ccccc2)nc1S(=O)(=O)c1ccc(Cl)cc1	-4	-3%	-17	-7%	-27%	-2	-12%
3	CCN1C(=O)N(CC)C(O)(c2ccccc2)C1(O)c1ccccc1 (stereo not given)	0	6%	-62*	-2%	-11%	-6	-2%
4	Cc1ccc2c(c1)c(-c1csc(N)n1)c(C)n2C	6	23%	10	-11%	-9%	10	-12%
5	CS(=O)(=O)N(CC(=O)N1CCc2ccccc2C1)c1ccccc1Br	-2	-8%	3	5%	15%	-8	0%
6	Cc1c(C(=O)N2CCCCCC2)nnn1-c1nonc1N	-1	-1%	54	.	9%	-12	?
7	O=C(CN(C(=O)c1csnn1)c1ccc(F)c(Cl)c1)NCc1ccccc1	-4	5%	9	5%	-20%	-7	-11%
8	Cc1cc(Nc2nn(C)c(N)c2C#N)ccc1F	11	0%	109	1%	-14%	8	-1%
9	Cc1ccc(CC(=O)NC2CCN(Cc3ccccc3)CC2)cc1	-2	6%	-4	0%	-4%	-8	1%
10	O=C(O)CCCC(=O)Nc1nncs1	-8	4%	17	1%	2%	13	1%
11	O=C(Cn1cncn1)NCCC(c1ccccc1)c1ccccc1	-2	-7%	-12	2%	1%	11	-6%
12	Nc1nonc1C(=O)N/N=C/c1ccc(Br)o1	39*	1%	19	-10%	-6%	72*	5%
13	O=C(c1ccc2c(c1)OCO2)N1CCC2(CC1)Oc1ccc(F)cc1C(=O)C21CC(c2ccccc2)=NO1 (stereo not given)	-3	-6%	-24	-1%	72%[activator]	-7	2%
14	COc1ccc(CCNC(=O)C2CC(c3ccccc3C(F)(F)F)=NO2)cc1 (stereo not given)	-2	-8%	1	2%	27%	-16	-4%
15	Cc1c(Cl)cccc1NC(=O)CSc1nnnn1C	.	13%	-10	.	-10%	.	.
16	CCOC(=O)C(/C(N)=N/C(=O)Nc1ccccc1)=C(\C)O	1	2%	3	-4%	-19%	-10	0%
17	CCOc1ccccc1OCCn1nnc2ccccc21	8	-7%	51	-5%	-2%	22	4%
18	COc1cccc(/C=C/C(=O)c2ccc[nH]2)c1	55*	-5%	-87*	-13%	-32%	91*	-12%
19	CCOc1ccc(NC(=O)CN(C)C(=O)CCC2CCCCC2)cc1OCC	.	-1%	-21	.	94%[activator]	.	2%
20	C/C(CC(=O)Nc1cccc2c1CCCC2)=N\NC(=O)COc1ccccc1	1	39%[activator]	3	7%	0%	-1	3%
21	CCCOc1ccc(CSCCNC(=S)Nc2ccccc2)cc1	8	20%	-37	1%	-33%	2	?
22	Cc1ccc(-c2[nH]nc(N)c2N=Nc2cccc(Cl)c2C)cc1	1	-8%	-28	0%	-24%	-11	0%
23	CCC(/C=N/NC(=O)CCCCC(=O)N/N=C/C(CC)CC)CC	7	14%	6	4%	-42%	-6	-9%
24	COc1cccc(C2=NN(C(C)=O)C(c3cccs3)C2)c1 (stereo not given)	21*	5%	0	0%	-5%	30	3%
25	COc1ccc(C(=O)COC(=O)c2ccc([N+](=O)[O-])s2)cc1OC	.	-16%	28	.	-12%	.	-8%
26	O=C(Nc1ccc2c(c1)OCCO2)c1cc(-c2ccccn2)nc2ccc(Br)cc12	18	-9%	-94*	-2%	-18%	41	2%
27	Cc1ccc(S(=O)(=O)NCC(=O)NCC(=O)OCc2c(F)cccc2Cl)cc1	13*	4%	-16	?	118%[activator]	49	0%
28	C/C=C\C=C\C(=O)N1CC2(CC(c3cccc(NC(=O)CC(c4ccccc4)c4ccccc4)c3)=NO2)C[C@H]1C(N)=O (stereo not given in full)	-2	12%	.	-10%	166%[activator]	-5	-7%
29	Cc1ccc(OCc2cc(C(=O)N(C)Cc3cnn(-c4ccccc4C)c3)no2)cn1	20*	11%	-26	.	127%[activator]	35	-6%
30	Cc1sc2ncnc(Nc3ccc(O)cc3)c2c1C	6	-21%	-32	-12%	-6%	10	-5%
31	COCCCNC(=O)c1cc(C(=O)Cc2ccccc2)c[nH]1	2	-14%	-31	3%	-4%	22	3%
32	CCOC(=O)C1=C(C)c2ccccc2N(C(=O)OC)C1(C)C(=O)OCC (stereo not given)	7	-10%	-3	?	81%[activator]	i	.
33	O=C(c1ccc(N2CCN(C(=O)c3ccccc3Br)CC2)cc1)c1cccc(F)c1	12	15%	?	.	141%[activator]	-7	3%
34	O=C(CNS(=O)(=O)c1ccc(F)cc1)N1CCOCC1	-1	2%	14	-6%	-18%	-6	?
35	COc1ccc(NC(=O)CCC(=O)N2CCOCC2)c([N+](=O)[O-])c1	8	-14%	30	.	-15%	-18	0%
36	CCOc1ccc(OCC)c(NC(=O)CN2CCN(CC)CC2)c1	-3	-2%	47	-3%	-7%	-4	-4%
37	Cc1cccc(N2CCN(C(=O)CNC(=O)c3ccccc3)CC2)c1C	33*	11%	?	.	-9%	63*	-1%
38	CCN1CCN(C(=O)c2cn(CC)c3ccc(S(=O)(=O)N(C)C)cc3c2=O)CC1	-2	17%	-4	-4%	-22%	-6	-2%
39	CCN1/C(=C2\C(=O)N(C)C(=S)N2C)C=Cc2cc(C)ccc21	-2	-7%	-22	-9%	2%	-9	-13%
40	COc1ccc(-c2c(C(F)(F)F)nn(C)c2NC(=O)CSCC(=O)O)cc1	-2	7%	12	4%	-7%	20	4%
41	CC(OC(=O)c1cccc(Cl)c1)C(=O)NC1CCCCC1C (stereo not given)	2	-5%	6	.	-7%	-9	0%
42	Cn1c(SCCOc2ccccc2F)nc2ccccc2c1=O	16	0%	?	-1%	-16%	30	?
43	O=C(O)COc1ccccc1/C=N/NC(=O)c1cc(-c2ccc(Cl)cc2)nc2ccccc12	-4	19%	0	-17%	-17%	4	-5%
44	O=S(=O)(c1ccc(Cl)s1)N1CCC(Cc2ccccc2)CC1	1	40%[activator]	-8	5%	-28%	14	-11%
45	Cc1ccc(NS(=O)(=O)c2c(C)[nH]c(C)c2C(=O)N2CCCCC2)c(Br)c1	10	-10%	0	-1%	16%	-3	2%
46	Cc1cc(N2C(=O)C(O)=C(C(=O)c3ccc(C)o3)C2c2cccs2)no1 (stereo not given)	1	?	-17	7%	-14%	7	?
47	O=C(CN1CCCC1)Nc1ccc(-c2nc3cc(NC(=O)CN4CCCC4)ccc3o2)cc1	33*	-7%	-100*	-2%	4%	73*	-5%
48	CCCN(C(=O)CSc1nc2cc(S(=O)(=O)N(CC)CC)ccc2o1)C1CCS(=O)(=O)C1 (stereo not given)	.	14%	-21	.	87%[activator]	.	2%
49	COc1ccc(N2C(=O)C(CN3CCN(C)CC3)C2c2ccccc2)cc1 (stereo not given)	-3	-3%	-23	4%	30%	-12	4%
50	COc1cc(/C=N/n2cnnc2)ccc1OC(=O)c1ccco1	8	-2%	-3	6%	-22%	-22	-1%
51	COP(=O)(/C=C/c1ccccc1)C(O)c1ccc(F)cc1 (stereo not given)	1	1%	-29	6%	-14%	-5	?
52	Cc1nc(C#N)c(N/N=C/c2cccc(Cl)c2)o1	36*	97%[activator]	4	-12%	-27%	54*	?
53	Cc1cc(C)c(C)c(S(=O)(=O)N[C@@H](C)C(=O)OC(C)C(=O)NC(N)=O)c1C (stereo not given in full)	-1	-2%	-15	2%	4%	-4	1%
54	CSc1ccccc1NC(=O)CN(C)CC(=O)Nc1cc(C)ccc1C	-2	29%	-22	-7%	24%	5	-14%
55	Cc1ccc(CN(C(=O)c2csnn2)C(C(=O)NC2CCCC2)c2ccco2)cc1 (stereo not given)	-5	10%	-24	-4%	10%	13	6%
56	O=C(COc1ccc(/C=N/NC(=O)C(=O)N2CCCCCC2)cc1)Nc1ccccc1Cl	12	14%	1	11%	31%	-12	-5%
57	CCc1cc[n+](CC(=O)Nc2ccc(Cl)cc2Cl)cc1	-3	4%	-31	-5%	-4%	5	-4%
58	Cc1ccccc1NS(=O)(=O)c1ccc(OCC(=O)NCc2ccco2)cc1	-2	-1%	24	0%	?	11	1%
59	CCN1CCC(O)(C#Cc2ccccc2)CC1	-1	19%	22	9%	-7%	-4	3%
60	Cc1cccc(N2C(=O)N3[C@@H]4c5ccccc5OC[C@@H]4[C@@H](c4ccccc4)[C@@]3(C)C2=O)c1	-2	-8%	13	-3%	-47%	-6	-16%

Further structures follow:
nr	canonical_smiles	CHX counter	AMA1-RON2 inh	HCMV inh	FBPA Giardia inh	AmpC inh no detg	Shiga inhibitor	AmpC detergent
61	COc1cccc(CNC(=O)CCC(=O)N2CCSc3ccccc32)c1OC	-1	-1%	12	-3%	10%	7	3%
62	CCN1CCN(c2nc3c(c(=O)[nH]c(=O)n3C)n2Cc2ccccc2)CC1	-2	9%	-26	22%	-19%	-5	-13%
63	C[C@@H](NC(=O)[C@@H]1Cc2ccccc2CN1)C(=O)Nc1ccc2c(c1)OCCO2	27*	18%	-28	-29%	-18%	67*	?
64	Cc1nc(SCc2ccccc2)n[nH]1	13*	-9%	116	-10%	-13%	14	?

Record cards, as listed above. Order of values: CHX counter	AMA1-RON2 inh	HCMV inh	FBPA Giardia inh	AmpC inh no detg	Shiga inhibitor	AmpC detergent
COc1ccc(N2C(=O)C(CN3CCN(C)CC3)C2c2ccccc2)cc1 (stereo not given) is listed as -3	-3%	-23	4%	30%	-12	4%
COc1ccc(-c2c(C(F)(F)F)nn(C)c2NC(=O)CSCC(=O)O)cc1 is listed as -2	7%	12	4%	-7%	20	4%
O=C(COc1ccc(/C=N/NC(=O)C(=O)N2CCCCCC2)cc1)Nc1ccccc1Cl is listed as 12	14%	1	11%	31%	-12	-5%

Bioassay records from PubChem.
